Assay outcomes: PubChem BioAssay, National Center for Advancing Translational Sciences (NCATS)
TbPYK inhibitor – blocks Trypanosoma brucei pyruvate kinase. Potency, µM (highest dose often 76.8 µM), without a hit: at the top dose activity, negative = inhibition, actives largely listed as inhibitors. 410,000 tested, 0.12% active. TbPYK enzyme, Kinase-Glo Plus ATP luminescence, 45 min. AID 624173. Q57TT1; active = well fitted inhibition curve with a large enough effect; note: nearly all actives have a fitted effect of over 50% in size
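Readout: single end-point luminescence (Kinase-Glo Plus, 10 min). Reaction conditions were TbPYK/substrate plus 130 uM ADP, 45 min at RT, pH 7.2 TEA buffer. No-enzyme wells served as controls, and data were normalized before concentration-response fitting.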
* hit, by the source's call; & = joins results of further samples; [ ] = remark or other dose. % is set by controls: 0 for no effect and ±100 for the full control effect; potency is the fitted concentration of half-maximal effect.

SMILES | TbPYK inhibitor
NC(=O)[C@@H]1CCCN1C(=O)[C@H](Cc1cnc[nH]1)NC(=O)[C@@H]1CCC(=O)N1 | 7%
O=C(c1ccncc1)N1CCC2(CC1)CN(c1ccccn1)C2 | -7%
COc1ncc2nc(-c3ccccc3)c(=O)n(Cc3cccs3)c2n1 | -4%
OCCN1CCN(CCC=C2c3ccccc3Sc3ccc(Cl)cc32)CC1 | -1%[33.2 µM]
CC(=O)N[C@@H]1C(O[C@H]2O[C@H](C(=O)O)C(O)[C@H](O)[C@H]2O)[C@H](O)[C@@H](CO)O[C@H]1O[C@@H]1C(C(=O)O)O[C@@H](O[C@H]2[C@H](O)[C@@H](CO)OC(O)[C@@H]2NC(C)=O)[C@H](O)[C@H]1O (stereo partly drawn) | 2%
CC(C)c1nc(N(C)S(C)(=O)=O)nc(-c2ccc(F)cc2)c1/C=C/C(O)CC(O)CC(=O)O (stereo not drawn) | -2%
C#Cc1cccc(Nc2ncnc3cc(OCCOC)c(OCCOC)cc23)c1 | 2%&3%
Cc1cc(C)c(NC(=O)C[C@H](CC(=O)O)c2cccc3ccccc23)c(C(=O)N2CCC3(CCCC3)CC2)c1 | 4%
O=C(Nc1ccccc1)N1CC2(CCN(C(=O)c3ccco3)CC2)C1 | -2%
COc1cccc(Cn2c(=O)c(-c3cccc(C#N)c3)nc3cnc(Nc4ccccc4)nc32)c1 | -3%
COCCn1c(=O)c(-c2ccc(Cl)cc2)nc2cncnc21 | -2%
CCOC(=O)Oc1c(OC)cc(C(=O)O[C@H]2C[C@H]3CN4CCc5c([nH]c6cc(OC)ccc56)[C@@H]4C[C@H]3[C@@H](C(=O)OC)[C@@H]2OC)cc1OC | 5%[33.2 µM]
C=CC[N+]1([C@H]2C[C@H]3[C@@H]4CC[C@H]5C[C@H](O)[C@@H](N6CCOCC6)C[C@]5(C)[C@H]4CC[C@]3(C)[C@H]2OC(C)=O)CCCC1 | -9%
Cc1nnc2n1-c1sc(CCC(=O)N3CCOCC3)cc1C(c1ccccc1Cl)=NC2 | 0%&3%
CC(C)CN1CC[C@@]2(CCCN(C(=O)c3cc(C(F)(F)F)cc(C(F)(F)F)c3)C2)C1 | -2%
CC[C@H]1OC(=O)C[C@@H](O)[C@H](C)[C@@H](O[C@@H]2O[C@H](C)C[C@H](N(C)C)[C@@H]2O)[C@@H](CC=O)C[C@@H](C)C(=O)/C=C\[C@]2(C)O[C@H]2[C@@H]1C | -7%
N#CCCn1c(=O)cnc2cnc(Nc3ccccc3)nc21 | 4%
OCCCNc1ccccc1 | 1%
CC(O)CN1CCN(CC(=O)[O-])CCN(CC(=O)[O-])CCN(CC(=O)[O-])CC1.[Gd+3] (stereo not drawn) | 4%&2%
Cc1cccc(C)c1NC(=O)CC12CCCN1CCC2 | 3%
Cn1sc(Cl)cc1=O | 2%
COCC(=O)N1CCC[C@@]2(CCN(Cc3nccs3)C2)C1 | -2%
COc1ccccc1CN1CCC2(CC1)CCN(C(C)=O)CC2 | -4%
CCC(C)(S(=O)(=O)CC)S(=O)(=O)CC | 8%
NC[C@@H]1O[C@H](O[C@H]2[C@H](O)[C@H](O[C@@H]3O[C@H](CO)[C@@H](O)[C@H](N)[C@@H]3O)[C@@H](N)C[C@H]2N)[C@@H](O)[C@H](O)[C@@H]1O | -2%[33.2 µM]
CC(C)Cc1ccc(CC(=O)O)cc1 | 1%
O=C(c1csnn1)N1CCC2(CC1)CCN(c1cccc(-c3ccccc3)c1)CC2 | 0%
N#CCCn1c(=O)c(-c2ccccc2)nc2cnc(N3CCNCC3)nc21 | -1%
COCCn1c(=O)c(-c2ccccc2)nc2cnc(Nc3ccccc3)nc21 | -8%
CN1CCN(CCCN2c3ccccc3Sc3ccccc32)CC1 | 5%
COCC(=O)N1CCC2(CC1)CCN(C(=O)Nc1ccc(OC)cc1)CC2 | 1%
N#Cc1cccc(NC(=O)N2CC3(CCN(C(=O)Oc4ccccc4)CC3)C2)c1 | -6%
COCC(=O)N1CCC2(CCN(Cc3ccccc3)CC2)CC1 | -3%
O=C(O)CCCCC(=O)O | -4%
C/C=C(\CC)C(=O)NC(N)=O | 0%
Nc1c(CC(=O)O)cccc1C(=O)c1ccccc1 | -7%&-6%
N#Cc1ccc(CN2CC[C@@]3(CCCN(C(=O)Oc4ccccc4)C3)C2)cc1 | -8%
CCON=C(CC)C1=C(O)CC(c2c(C)cc(C)cc2C)CC1=O (stereo not drawn) | -9%[157 µM]
CC(C)CN1CC2(CCN(C(=O)c3csnn3)CC2)C1 | 3%
CC=C(/C(=C/C)c1ccc(O)cc1)c1ccc(O)cc1 | 1%[33.2 µM]
O=C(c1ccco1)N1CCC2(CCCN(c3ccccc3)C2)CC1 | 0%
O=C(O)c1cccc(/C=C2/C[C@@H]3[C@@H](/C=C/[C@@H](O)C4CCCCC4)[C@H](O)C[C@@H]3O2)c1 | 8%
COc1ccccc1CN1CCC2(CCNCC2)CC1 | 2%
CCC(C)C(=O)OC1CCC=C2C=CC(C)C(CCC3CC(O)CC(=O)O3)[C@@H]21 (stereo partly drawn) | 2%
COc1ccc(NC(=O)N2CC3(CCN(C(=O)c4csnn4)CC3)C2)cc1 | -10%
Cc1cc(C)cc(C(=O)OC2CC3CCC(C2)N3C)c1 (stereo not drawn) | 1%
CCNc1ncc2nc(-c3cc(F)cc(F)c3)c(=O)n(-c3ccc(OC)cc3)c2n1 | 5%
Cn1cccc1C(=O)N1CCC2(CCCN(c3ccncc3)C2)CC1 | -5%
C[C@@H](CNC1CCCCC1)OC(=O)c1ccccc1 | 5%[33.2 µM]
CN(C)CCc1c[nH]c2cccc(OP(=O)(O)O)c12 | 4%[157 µM]
CCC(=O)O[C@@H]1[C@H](C)O[C@H](O[C@H]2[C@@H](N(C)C)[C@H](O)[C@@H](O[C@@H]3[C@@H](CC=O)C[C@@H](C)[C@@H](O)/C=C\C=C/C[C@@H](C)OC(=O)C[C@@H](OC(=O)CC)[C@H]3OC)O[C@H]2C)C[C@]1(C)O | -5%[33.2 µM]
CN1C(C(=O)Nc2ccccn2)C(=O)c2sc(Cl)cc2S1(=O)=O (stereo not drawn) | 0%
N#CCCn1c(=O)cnc2cnc(N3CCOCC3)nc21 | -7%
O=C(O)c1cc(O)c2c(c1)[C@H]([C@H]1c3cc(C(=O)O)cc(O)c3C(=O)c3c(O[C@@H]4OC(CO)C(O)C(O)C4O)cccc31)c1cccc(O[C@@H]3OC(CO)C(O)C(O)C3O)c1C2=O (stereo partly drawn) | -9%
Oc1ccc2c3c1O[C@H]1[C@@H](O)C=CC4[C@@H](C2)NCC[C@@]341 (stereo partly drawn) | -2%
CN(c1ncccc1CNc1nc(Nc2ccc3c(c2)CC(=O)N3)ncc1C(F)(F)F)S(C)(=O)=O | 1%
CC1(C)S[C@@H]2[C@H](NC(=O)C3(N)CCCCC3)C(=O)N2[C@H]1C(=O)O | -10%
C=C/C=C/CC1=C(C)[C@@H](OC(=O)[C@@H]2[C@@H](/C=C(\C)C(=O)OC)C2(C)C)CC1=O (tested in a mixture with another compound) | -4%
Nc1nc2c(c(=O)[nH]1)N(C=O)[C@H](CNc1ccc(C(=O)N[C@@H](CCC(=O)O)C(=O)O)cc1)CN2 | -2%[33.2 µM]
CCC(=O)Oc1ccc2c(c1)CCC1C2CC[C@]2(C)C(OC(=O)CC)CCC12 (stereo partly drawn) | -4%

The list continues:
SMILES | TbPYK inhibitor
COC(=O)N[C@H](C(=O)N[C@@H](Cc1ccccc1)[C@@H](O)CN(Cc1ccc(-c2ccccn2)cc1)NC(=O)[C@@H](NC(=O)OC)C(C)(C)C)C(C)(C)C | -4%
CC(C)NC(=O)N1CC[C@@]2(CCCN(S(=O)(=O)c3ccccc3)C2)C1 | 6%
CCNc1ncc2nc(-c3ccccc3)c(=O)n(CCc3ccccc3)c2n1 | 3%
COc1ccc(-c2nc3cnc(N4CCNCC4)nc3n(C)c2=O)cc1 | 1%
Cc1ccc2c(Br)cc(Br)c(O)c2n1 | 5%
COC(=O)c1ccccc1C(=O)OC | 2%
COCC(=O)N1CCC2(CC1)CN(c1cccc(-c3ccccc3)c1)C2 | -13%
CN(CCCN1c2ccccc2CCc2ccccc21)CC(=O)c1ccc(Cl)cc1 | -12%
c1cc(CN2CCC3(CCNCC3)CC2)ccn1 | 5%
COc1ccc(NC(=O)N2CCCC3(CCN(C(=O)c4cc(C(F)(F)F)cc(C(F)(F)F)c4)CC3)C2)cc1 | -8%
CC(C)NC(=O)N1CC[C@@]2(CCCN(S(C)(=O)=O)C2)C1 | -1%
CN1CCC2(CC1)CCN(S(=O)(=O)c1ccccc1)CC2 | 2%
CCCCCCCCCCCCSCCOCCO | 0%
COc1ncc2ncc(=O)n(CCC#N)c2n1 | 3%
O=c1c(-c2cccc(F)c2)nc2cncnc2n1Cc1ccccc1 | -10%
CN1[C@@H]2CC[C@H]1CC(OC(c1ccccc1)c1ccccc1)C2 (stereo partly drawn) | 5%&-4%
Cc1nc2cnc(N3CCOCC3)nc2n(Cc2cccs2)c1=O | 4%
Cc1noc(C)c1C(=O)N1CCC2(CCCN(c3ccccn3)C2)CC1 | -7%
O=C1Nc2ccc(Cl)cc2C(c2ccccc2Cl)=NC1O (stereo not drawn) | 2%
O=C(Nc1ccccc1)N1CC[C@@]2(CCCN(C(=O)Oc3ccccc3)C2)C1 | 2%

Single entries from above:
For TbPYK inhibitor, O=C(Nc1ccccc1)N1CC[C@@]2(CCCN(C(=O)Oc3ccccc3)C2)C1 shows 2%
For TbPYK inhibitor, COCC(=O)N1CCC2(CC1)CN(c1cccc(-c3ccccc3)c1)C2 shows -13%
For TbPYK inhibitor, CC(C)NC(=O)N1CC[C@@]2(CCCN(S(C)(=O)=O)C2)C1 shows -1%

4 of the compounds above, field by field.
O=C1Nc2ccc(Cl)cc2C(c2ccccc2Cl)=NC1O (stereo not drawn)
  TbPYK inhibitor: 2%
Nc1nc2c(c(=O)[nH]1)N(C=O)[C@H](CNc1ccc(C(=O)N[C@@H](CCC(=O)O)C(=O)O)cc1)CN2
  TbPYK inhibitor: -2%[33.2 µM]
O=C(Nc1ccccc1)N1CC[C@@]2(CCCN(C(=O)Oc3ccccc3)C2)C1
  TbPYK inhibitor: 2%
COCC(=O)N1CCC[C@@]2(CCN(Cc3nccs3)C2)C1
  TbPYK inhibitor: -2%

Carrying on.
SMILES | TbPYK inhibitor
NC(N)=NC[C@@H]1COC2(CCCCC2)O1 | -9%[33.2 µM]
CN1CCN(c2ncc3nc(-c4ccccc4)c(=O)n(-c4ccccc4)c3n2)CC1 | -1%
FC(F)OC(F)(F)C(F)Cl (stereo not drawn) | -8%
O=C(c1cccc(F)c1)N1CCC2(CCCN(C(c3ccccc3)c3ccccc3)C2)CC1 | -5%
O=C(c1cccc(F)c1)N1CCC2(CCCN(c3ncccn3)C2)CC1 | 4%
COc1ccccc1CN1CC[C@@]2(CCCN(S(=O)(=O)c3ccccc3)C2)C1 | 0%
O=C(c1cc(C(F)(F)F)cc(C(F)(F)F)c1)N1CCC2(CCN(Cc3nccs3)CC2)CC1 | 0%
C[C@H]1C2Cc3ccc(O)cc3[C@]1(C)CCN2CC1CC1 | -10%
CCCCCCCCCCCCCC[N+](C)(C)C | -8%

Reformatted in markdown: entries from further up.
| SMILES | TbPYK inhibitor |
| --- | --- |
| C[C@H]1C2Cc3ccc(O)cc3[C@]1(C)CCN2CC1CC1 | -10% |
| O=C(c1cccc(F)c1)N1CCC2(CCCN(C(c3ccccc3)c3ccccc3)C2)CC1 | -5% |
| NC(N)=NC[C@@H]1COC2(CCCCC2)O1 | -9%[33.2 µM] |
| FC(F)OC(F)(F)C(F)Cl (stereo not drawn) | -8% |

These rows are one share of the data; count on the stated rates, not on these rows.
